HCV core dimer: inhibitors of HCV core protein dimerization, primary screen, biochemical, TR-FRET, high-throughput; TR-FRET GST/Flag-core106 dimerization, 1536-well; inhibition, % at 5 µM; 0.33% of 300,000 active; AID 1899, 2009;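 active = inhibition above the mean of all tested compounds plus 3 SD, set per screening campaign, cut at about 45% in these data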
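test system = GST/Flag-tagged HCV core106 proteins | probe or stimulus = Eu donor and XL665 acceptor anti-tag antibodies | times = compound-protein-antibody incubation 4 h at 22.5 °C | signal = TR-FRET, excitation 340 nm, emission 617 and 671 nm | measure = percent inhibition of core106 dimerization signal | controls = wells lacking GST-core106 and wells with excess unlabelled core106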
ZTA DNA inh: counter-screen for EBNA-1 inhibitors: inhibitors of Epstein-Barr virus ZTA | 0.15% of 320,000 active | ZTA-DNA binding, fluorescence polarization | P03206 | inhibition, % at 11 µM | AID 2234; in the data active = inhibition above about 33%
TPT1 inhibitor: Candida albicans TPT1 enzyme inhibitors, primary screen, biochemical, fluorescence polarization; tRNA 2'-phosphotransferase TPT1 (Candida albicans SC5314); recombinant caTPT1, FP RNA substrate dephosphorylation; inhibition, % at 5 µM; 0.81% of 300,000 active;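 active = inhibition above the mean of all tested compounds plus 3 SD, set per screening campaign, cut at about 24% in these data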;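 note: plate controls were DMSO alone for no effect and ferristatin control at 100 nM for full effect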
PP1 counter: PP1-alpha phosphatase inhibitors, primary screen, counter-screen for PP5 inhibitor project, biochemical, fluorescence, OMFP substrate, single point; Serine/threonine-protein phosphatase PP1-alpha catalytic subunit (Homo sapiens), P62136; purified PP1alpha; inhibition, % at 6.7 µM; 0.9% of 320,000 active; AID 2235, 2010;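 active = inhibition above the mean inhibition of all tested compounds plus 3 SD, computed separately for each screening campaign, cut at about 15% in these data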
Target sequence (P62136 whole entry, looked up): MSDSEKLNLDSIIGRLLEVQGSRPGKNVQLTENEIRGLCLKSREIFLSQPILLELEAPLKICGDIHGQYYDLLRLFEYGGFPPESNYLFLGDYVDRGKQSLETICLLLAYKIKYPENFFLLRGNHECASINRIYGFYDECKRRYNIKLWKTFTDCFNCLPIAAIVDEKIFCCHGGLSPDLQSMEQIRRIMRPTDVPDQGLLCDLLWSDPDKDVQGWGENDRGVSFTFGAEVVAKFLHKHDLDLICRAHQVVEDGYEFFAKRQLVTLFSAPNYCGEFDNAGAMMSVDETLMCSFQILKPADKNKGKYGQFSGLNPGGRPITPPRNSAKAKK
CR mimetic SO: reduction of superoxide in aged yeast, primary screen, HTS; S. cerevisiae aged cells, superoxide DHE fluorescence; active compounds read low; superoxide response (% of plate mean), % at 10 µM; 0.18% of 330,000 active; AID 2690, 2010;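 active = superoxide response under a set limit, about three screen SD below normal, cut at about 65% in these data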;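 note: yeast aged for seven days with compound at 30 °C before DHE staining; 100% = average MFI of all compound-treated wells on the plate with controls excluded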
JMJD2C inh: inhibitors of GASC-1 histone demethylase, primary screen, biochemical, fluorescence, DELFIA europium. Lysine-specific demethylase 4C (Homo sapiens), Q9H3R0. AID 2099, 2009. GST-JMJD2C(1-420) H3K9me3 demethylation. inhibition, % at 2.35 µM. 0.069% of 330,000 active;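 active = more than half of a compound's replicate wells show inhibition beyond 50%, single wells judged on their own value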;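 note: signal counts dimethyl H3K9 product captured on neutravidin plate; 0% = median of DMSO wells and 100% = 0.3 times that DMSO median; strong numbers were not always called active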
PP5 primary: PP5 phosphatase inhibitors, primary screen, biochemical, fluorescence | AID 1987, 2009 | Serine/threonine-protein phosphatase 5 (Homo sapiens), P53041 | 0.18% of 320,000 active | purified PP5c, OMFP substrate fluorescence | inhibition, % at 6.7 µM;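 active = inhibition above the campaign's mean inhibition across all tested compounds plus 3 SD, cut at about 9.5% in these data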;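 note: 0% = DMSO only and 100% = 100 µM cantharidin control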
Target sequence (P53041 whole entry, looked up): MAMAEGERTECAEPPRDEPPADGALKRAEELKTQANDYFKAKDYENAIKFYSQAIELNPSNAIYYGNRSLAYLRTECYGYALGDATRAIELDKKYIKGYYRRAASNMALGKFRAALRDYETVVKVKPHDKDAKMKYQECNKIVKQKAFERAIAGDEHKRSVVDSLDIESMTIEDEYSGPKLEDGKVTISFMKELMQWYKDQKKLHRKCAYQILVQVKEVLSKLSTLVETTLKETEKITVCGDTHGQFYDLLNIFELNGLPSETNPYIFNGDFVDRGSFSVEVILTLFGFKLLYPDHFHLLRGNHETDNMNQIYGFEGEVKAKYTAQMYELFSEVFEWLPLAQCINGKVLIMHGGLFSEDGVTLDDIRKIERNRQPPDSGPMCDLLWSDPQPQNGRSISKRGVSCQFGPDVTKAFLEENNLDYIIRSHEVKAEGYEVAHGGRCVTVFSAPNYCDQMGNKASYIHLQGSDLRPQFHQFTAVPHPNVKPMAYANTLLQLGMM
Fh CTSL1 inh: Fasciola hepatica cathepsin L1 inhibitors, primary screen, counter-screen for PFM18AAP inhibitor project, biochemical, QFRET, fluorogenic peptide substrate | recombinant F. hepatica cathepsin L1, Z-Leu-Arg-MCA fluorescence | inhibition, % at 5.96 µM | 0.49% of 300,000 active | AID 1906, 2009;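 active = inhibition above the mean of all tested compounds plus 3 SD, set per screening campaign, cut at about 17% in these data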;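 note: 0% = plate median of test compound wells and 100% = 1 µM Z-Phe-Ala-diazomethylketone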
EBNA-1 inh: EBNA-1 DNA-binding inhibitors, primary screen, biochemical, fluorescence polarization | inhibition, % at 14.8 µM | 0.34% of 300,000 active; in the data active = inhibition above about 28%
* marks the source's active call; other numbers are inactive results; nt = not tested or not shown.

Values run as follows: HCV core dimer, ZTA DNA inh, TPT1 inhibitor, PP1 counter, CR mimetic SO, JMJD2C inh, PP5 primary, Fh CTSL1 inh, EBNA-1 inh
CCOC(=O)C(C)NC(=O)c1cn(-c2ccc(OC)cc2)c(=O)c2ccccc12 (centres undefined)
  -6, -10, 2, -2, 126, -9, 1.7, 2, -25
O=C(Cc1c(F)cccc1Cl)NCC1CCCO1 (centres undefined)
  4, -2, 2, 0, 116, 4, 0.1, 1, -7
CC1(C)CC(=O)C=C(Nc2ccccc2NC(=O)c2cnccn2)C1
  -5, 6, -6, -2, 95, 8, -5.0, 2, 1
COc1cccc(OCC(=O)Nc2c3c(nn2-c2ccccc2)CS(=O)(=O)C3)c1
  -7, 6, 0, 0, 93, -13, 1.7, 1, 14
NNC(=O)[C@H](Cc1ccccc1)NC(=O)NCCc1ccccc1
  2, -8, -2, 0, 92, 2, 0.0, -1, 7
CC(C)(C)c1[nH]ncc1[N+](=O)[O-]
  -10, -35, -6, 8, 105, -1, -0.2, -2, -14
Cc1cc(NC(=O)c2ccc(C)c(C)c2)no1
  11, -8, -3, -5, 100, -5, 2.9, -4, -3
CCN(CC(=O)NCc1ccc(F)cc1)C(=O)CN1CCN(c2cc(Cl)ccc2C)CC1
  10, 7, 0, 0, 107, 17, -1.4, 9, 4
COC(=O)c1ccc2[nH]cc(CCO)c2c1
  -5, -8, -5, -2, 88, 4, 0.5, 4, 5
Cc1cccc(-c2cc(C(=O)Nc3ccc4c(c3)OCCO4)c3ccccc3n2)c1
  15, 13, 4, 3, 93, -9, 2.8, 3, 10
CCOC(=S)SCc1cn2cccc(C)c2n1
  -3, 4, 1, -2, 105, 3, -3.2, 3, -13
COc1ccc(N2C(=S)N=C(Nc3ccccc3)C23CCCCC3)cc1
  7, 21, -2, 1, 98, -9, -0.1, 0, 4
Cc1cc(OCCCCOc2ccc(C#N)cc2)ccc1[N+](=O)[O-]
  7, -2, -4, 4, 90, 3, 0.3, 2, 3
O=C(NCCc1cn2ccccc2n1)c1cc(COc2c(F)cccc2F)on1
  1, -5, 1, 1, 93, 7, 2.7, 1, -9
CCN(CC)CCNc1ncnc2c1[nH]c1ccc(OC)cc12
  -7, 10, 0, -3, 96, 7, 0.9, -1, 4
C/C(CCc1ccccc1)=N/NC(=O)C(=O)NC(C)c1ccccc1 (centres undefined)
  -2, -11, -1, -2, 105, 30, -1.1, -1, -5
Cc1onc(-c2c(Cl)cccc2Cl)c1-c1nnc(-c2ccc(Cl)cc2)o1
  -1, -6, -5, 1, 95, -8, 1.2, -1, 5
COc1ccc(NC(=O)c2cc3c(=O)n4ccccc4nc3n2C)c(OC)c1
  27, -15, -4, 0, 90, -6, 1.6, 1, -1
CCO[C@H]1OC(C(=O)N2CCN(Cc3ccccc3)CC2)=C[C@@H](c2ccccc2)[C@@H]1CCCO
  -15, -2, -2, -4, 92, 8, 0.1, 5, 3
Cc1ccc(S(=O)(=O)N2CCCCC2)cc1NC(=O)COC(=O)c1ccc(=O)[nH]c1
  nt, -8, nt, -2, 97, -3, 4.5, nt, nt
Cc1ccc(C)c(NC(=S)NNC(=O)c2csc(C(C)C)c2)c1
  1, -18, -4, -2, 97, 1, 0.1, -3, -4
O=C(CN(C(=O)CNS(=O)(=O)c1ccc(F)cc1)c1cccc(F)c1)NCC1CCCO1 (centres undefined)
  -1, 2, -4, -1, 105, 4, -0.2, -1, -9
CCO/C=C1/C(=O)N(Cc2ccccc2)C(=O)c2ccccc21
  1, 12, -3, 8, 105, -4, 5.7, 7, -2
CCOC(=O)c1ccc(NC(=O)c2nc[nH]c2C(=O)N[C@@H](C)C(=O)OC(C)(C)C)cc1
  -4, 2, 1, -2, 92, 5, 0.2, 1, 6
Cc1ccc(Cn2c(=N)c(C(=O)NCc3ccco3)cc3c(=O)n4ccccc4nc32)cc1
  63*, -17, 15, 16*, 97, -47, 4.6, 1, -6
CCN(CC)CCNC(=O)c1ccc(NC(=O)c2cc(S(=O)(=O)N3CCCCC3)ccc2C)cc1
  -4, -6, 0, -4, 106, 75, 0.8, -3, -9
COc1ccc2cc3cc(C(=O)N4CC(C)CC(C)C4)oc3nc2c1 (centres undefined)
  8, -11, -1, -1, 101, -4, 3.6, -1, 8
COc1cnc(-c2ccccn2)nc1Sc1ccccc1
  2, -3, -5, 55*, 97, -1, 11*, -5, -14
O=C(NC1CC(=O)N(c2ccc(Cl)cc2)C1)N1CCN(C(=O)c2ccco2)CC1 (centres undefined)
  -4, -18, -1, 0, 103, -3, -0.2, -6, -7
CCSc1nc2c(c(-c3ccc(C)o3)c1C#N)CCCC2
  17, 9, 2, 0, 96, 5, -1.8, 3, 4
Oc1ccc(Cl)cc1N=Cc1sc2ccccc2c1Cl
  2, 0, 11, 1, 96, -10, 1.1, -1, 0
O=C(c1ccc(CS(=O)(=O)c2ccc(Br)cc2)o1)N1CCOCC1
  -4, -2, -5, -5, 93, -2, 0.1, 2, -2
CCOc1ccccc1NC(=O)CSc1nnc(CNC(=O)c2cc(OC)c(OC)c(OC)c2)o1
  -10, -2, 4, -3, 97, 0, -1.2, 1, -6
C#CCOCCOCCOCCNc1nc(N2CCOCC2)nc(N2CCN(C(=O)[C@H](CCCCN)n3cc([C@@H](N)C(C)CC)nn3)CC2)n1 (some centres undefined)
  -1, 25, -1, 2, nt, 4, 1.2, 0, 6
O=C(NCc1ccc(F)cc1)c1cccc(NC2=NC3CS(=O)(=O)CC3S2)c1 (centres undefined)
  -7, 3, 0, 0, 109, -2, 2.0, -1, -1
Cc1cccc(NC(=O)c2cccc(N3C(=O)CCC3=O)c2)c1
  11, -2, -2, -4, 99, 0, -0.4, -4, 5
Nc1nc(N)n(-c2ccccc2)c(=Nc2ccccc2)n1
  -14, -16, -1, -2, 104, -14, 1.7, -2, -16
CCN(CC)CCN(C(=O)Cn1nnc(-c2ccc(C)o2)n1)C(C(=O)NC(C)(C)C)c1cccs1 (centres undefined)
  -2, 2, -7, -2, 103, 10, 2.5, 0, -6
CC(C)CCNC(=O)C(c1cccnc1)N(Cc1ccccc1)C(=O)Cn1nnc2ccccc21 (centres undefined)
  4, 13, -6, -5, 121, -31, 0.8, -1, 9
Cc1ccc(N(Cc2cc3ccccc3[nH]c2=O)C(=O)c2ccco2)c(C)c1
  6, -18, 0, -1, 107, -2, -0.6, 3, 5
O=C(Nc1cccnc1)c1cccc(S(=O)(=O)N2CCOCC2)c1
  -2, -13, 1, -1, 93, 7, 2.6, -4, 2
COc1ccc(S(=O)(=O)N2CCC(C(=O)N3CCc4ccccc4C3)CC2)cc1OC
  -3, -7, 1, -3, 111, -11, 1.1, 2, -5
COC(=O)c1cccc(C(=O)N2CCCC(Nc3ccc4c(c3)OCCO4)C2)c1 (centres undefined)
  -5, -7, 4, 1, 88, -3, 2.3, -2, 5
Cc1ccc(S(=O)(=O)N2CCN(C(=O)c3ccco3)CC2)cc1C
  -10, -11, -4, -1, 85, -5, -0.2, 1, -3
C=CCN1C(c2cccc(C(F)(F)F)c2)=CS/C1=C(/C#N)c1nnc(N2CCOCC2)n1-c1ccccc1
  0, -11, 0, 0, 115, 3, 2.4, 2, -6
Cc1ccc(C(=O)N2CCN(S(=O)(=O)c3ccc(C)cc3)CC2)cc1
  4, 6, -6, -6, 95, 5, 0.2, -2, 7
O=C(O)CCC(=O)Nc1ccc(C(=O)N2CCCCC2)cc1
  0, 15, -1, -3, 107, 9, 0.3, 0, 4
CCNC(=O)N1CCNC(=O)C1CC(=O)OC (centres undefined)
  0, -6, 2, -2, 107, -12, 1.2, -7, -20
COc1cccc(/C=C(\C)C(=O)c2c(C)cc(C)[nH]c2=O)c1OC
  -3, -3, -1, -3, 89, -2, -1.1, -2, 10
CC1(C(=O)N2CCN(c3ccccc3)CC2)CC1(Cl)Cl (centres undefined)
  -7, -6, 0, -1, 100, -2, -0.2, 3, 4
CCc1ccc(S(=O)(=O)NC2CC(C)(C)NC(C)(C)C2)cc1
  -17, -34, -1, 2, 96, 1, 2.4, -4, -10
Cc1cccc(NC(=O)NCCCCc2ccccc2)c1
  0, 7, 0, 6, 100, -17, 6.3, 0, 0
CN(C)c1nc2n(c(=O)n1)CCO2
  -6, -5, 2, -3, 92, 9, 3.3, -1, -20
CN(CC(=O)Nc1ccc(F)cc1)C(=O)C1CC(=O)N(Cc2ccccc2)C1 (centres undefined)
  -2, 8, 0, -4, 98, -4, -1.4, 4, 11
Cc1ccc(-n2cc(CN3CCN(C(=O)c4ncn[nH]4)CC3)c(-c3ccc(F)cc3)n2)cc1
  2, 3, -1, 10, 92, 1, 3.4, -1, 0
OC(c1ccccc1)c1nccn1Cc1ccccc1 (centres undefined)
  0, 4, -2, -3, 91, 1, 2.2, 0, 15
CC1CC1C(=O)OCC(=O)c1c(N)n(C)c(=O)n(C)c1=O (centres undefined)
  -3, -26, -3, -3, 124, -1, -0.6, 1, -3

Gathered by group: those above containing an NH in an aromatic ring.
Values run as follows: HCV core dimer, ZTA DNA inh, TPT1 inhibitor, PP1 counter, CR mimetic SO, JMJD2C inh, PP5 primary, Fh CTSL1 inh, EBNA-1 inh
CC(C)(C)c1[nH]ncc1[N+](=O)[O-]
  -10, -35, -6, 8, 105, -1, -0.2, -2, -14
COC(=O)c1ccc2[nH]cc(CCO)c2c1
  -5, -8, -5, -2, 88, 4, 0.5, 4, 5
CCN(CC)CCNc1ncnc2c1[nH]c1ccc(OC)cc12
  -7, 10, 0, -3, 96, 7, 0.9, -1, 4
Cc1ccc(S(=O)(=O)N2CCCCC2)cc1NC(=O)COC(=O)c1ccc(=O)[nH]c1
  nt, -8, nt, -2, 97, -3, 4.5, nt, nt
CCOC(=O)c1ccc(NC(=O)c2nc[nH]c2C(=O)N[C@@H](C)C(=O)OC(C)(C)C)cc1
  -4, 2, 1, -2, 92, 5, 0.2, 1, 6
Cc1ccc(N(Cc2cc3ccccc3[nH]c2=O)C(=O)c2ccco2)c(C)c1
  6, -18, 0, -1, 107, -2, -0.6, 3, 5
COc1cccc(/C=C(\C)C(=O)c2c(C)cc(C)[nH]c2=O)c1OC
  -3, -3, -1, -3, 89, -2, -1.1, -2, 10
Cc1ccc(-n2cc(CN3CCN(C(=O)c4ncn[nH]4)CC3)c(-c3ccc(F)cc3)n2)cc1
  2, 3, -1, 10, 92, 1, 3.4, -1, 0
